Assay outcomes as filed in PubChem.
S100A4 MyoIIA = inhibitors of human S100A4 binding to myosin IIA peptide; P26447; S100A4/TAMRA-MyoIIA peptide fluorescence polarization; inhibition, % at 10.7 µM; hit rate 0.14% among 360,000;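 active = mean inhibition of at least 70% across replicates, with every replicate also reaching that level; inconclusive = mean inhibition reaches 70% but some replicates fall short; inactive = mean inhibition below 70%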
Target sequence (P26447 whole entry, looked up): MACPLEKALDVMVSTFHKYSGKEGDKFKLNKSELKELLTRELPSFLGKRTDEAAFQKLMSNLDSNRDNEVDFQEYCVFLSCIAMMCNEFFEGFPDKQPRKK
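Material: S100A4 monomer (human). Medium: Calcium-containing HEPES buffer, pH 7.2. Probe or stimulus: labelled myosin peptide probe, 5 nM. Compound dosing: one concentration per compound. Timing: polarization read 5 min after assay mix addition, stable 5–60 min. Benchmarks: DMSO as neutral control, TFP as positive control.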
FN deposition inh = fibronectin deposition inhibition; AH1F fibroblasts, Alexa488-fibronectin deposition fluorescence, overnight; inhibition, % at 12.6 µM; hit rate 0.086% among 350,000;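 active = mean inhibition across replicates of 30% or more, regardless of how many single replicates reach that level; inconclusive = mean under 30% yet at least half of replicates reach 30%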;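 also: positive control wells lacked labelled fibronectin entirely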
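Material: AH1F fibroblasts assembling fluorescent fibronectin matrix; amount: 10000 AH1F cells/well; medium: DMEM, 2% serum; reagent: Alexa488-fibronectin, 24 nM final in well; dosing: single compound dose, delivered by pin transfer; incubation: 1 h adhesion, overnight exposure; detection: fluorescence after three HBSS washes, excitation 485 nm, emission 525 nm; measure: fibronectin deposition inhibition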
LGR2 antag = inhibitors of bursicon-induced Drosophila LGR2 receptor cAMP signaling; HEK293 LGR2, CRE-luciferase, bursicon-stimulated, 4 h; inhibition, % at 9.99 µM; hit rate 0.35% among 380,000; AID 720647;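 active = drop in luminescence signal, shown as inhibition above about 50% in the replicate tests, limit read from the data, passing the limit was not always enough; inconclusive = probably only some replicates passing the limit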;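 also: agonist challenge used bursicon conditioned medium at about half maximal strength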
SIRT5 block = inhibitors of human sirtuin-5 desuccinylase | Q9NXA8 | Purified SirT5, succinyl-peptide AMC, trypsin-coupled fluorescence | inhibition, % at 15 µM | hit rate 1.1% among 330,000; in the data active = inhibition above about 15%; inconclusive = no clear call, values can overlap the other calls
Target sequence (Q9NXA8 whole entry, looked up): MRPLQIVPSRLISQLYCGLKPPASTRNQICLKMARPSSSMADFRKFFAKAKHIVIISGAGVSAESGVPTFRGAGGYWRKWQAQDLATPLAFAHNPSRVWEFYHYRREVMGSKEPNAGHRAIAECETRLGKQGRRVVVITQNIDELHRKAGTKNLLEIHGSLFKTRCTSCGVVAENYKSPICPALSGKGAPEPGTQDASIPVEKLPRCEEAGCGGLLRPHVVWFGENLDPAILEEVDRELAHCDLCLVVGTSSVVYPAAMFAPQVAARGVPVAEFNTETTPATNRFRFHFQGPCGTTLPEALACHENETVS
Statin myotox sup = protects C2C12 myotubes from simvastatin toxicity; ATP luminescence, 48 h; scaled: DMSO 0, geranylgeraniol control 100; rescue of ATP level, % at 7.49 µM; hit rate 0.78% among 330,000; AID 602340;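 active = mean ATP rescue above about 67%, or every replicate alone reaching that limit, limit read from the data, passing the limit was not always enough; inconclusive = no clear call, values can overlap the other calls; inactive = mean under the limit and some replicate under it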;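 also: myotubes were challenged with 10 µM simvastatin during compound exposure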
esBAF inh = inhibitors of esBAF chromatin remodeling in mouse ES cells. Bmi1-luciferase knock-in reporter, 24 h; 100% = twice the neutral-well signal. reporter increase, % at 12.5 µM. hit rate 2% among 350,000; in the data active = activation above about 40%; inconclusive = no clear call, values can overlap the other calls;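 also: 0% = median of the plate's neutral control wells and 100% = double that signal; a rise in the Bmi1 reporter signal indicates esBAF inhibition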
Casp6 inh = inhibitors of human caspase-6 | P55212 | purified caspase-6, Z-VEID-R110 cleavage fluorescence | inhibition, % at 12.5 µM | hit rate 0.53% among 350,000 | AID 686996;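 active = mean inhibition across replicates at least about 35%, with every replicate also reaching that limit, limit read from the data; inconclusive = only one of the two criteria met; inactive = neither criterion met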;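 also: 0% = median of neutral control wells and 100% = no fluorescence left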
Target sequence (P55212 24-179 limits assumed): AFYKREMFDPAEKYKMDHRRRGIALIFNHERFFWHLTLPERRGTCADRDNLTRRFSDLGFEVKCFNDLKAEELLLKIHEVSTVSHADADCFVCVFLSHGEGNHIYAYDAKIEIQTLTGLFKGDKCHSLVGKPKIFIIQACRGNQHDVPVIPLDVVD
Target sequence (P55212 194-293 limits assumed): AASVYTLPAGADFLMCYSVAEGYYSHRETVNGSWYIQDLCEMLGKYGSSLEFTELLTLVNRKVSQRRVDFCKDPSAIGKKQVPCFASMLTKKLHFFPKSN
An asterisk follows results filed as active; ? = inconclusive; . = not tested or not shown; & = joins results of further samples. Not all compounds are listed. The share of hits here may be higher or lower than overall.

SMILES	S100A4 MyoIIA	FN deposition inh	LGR2 antag	SIRT5 block	Statin myotox sup	esBAF inh	Casp6 inh
CCC(=O)N1[C@H](CO)[C@@H](c2ccccc2)C12CN(C(=O)c1ccncc1)C2	0.4	5.7	-7.0	0.6	.	.	-0.5
C[C@@H]1CN([C@H](C)CO)C(=O)c2cc(C#C[C@@H](C)O)cnc2O[C@@H]1CN(C)C(=O)Nc1ccc(C(F)(F)F)cc1	-5.9	-1.8	16.8	-0.7	2.2	-3.1	-0.6
O=C(COc1ccccc1C(=O)O)NC1CCCc2ccccc21 (stereo not given)	-3.2	10.2	5.6	1.5	.	.	3.9
N#Cc1c(Nc2cccc(F)c2)sc2c(O)cc(=O)[nH]c12	-0.7	2.3	-5.7	1.5	.	.	22.9
Cc1cc(SCc2cccc([N+](=O)[O-])c2)nc(=O)[nH]1	5.2	-15.4	-6.4	0.3	0.3	-3.3	0.3
O=C1C=C(c2cnc3ccccc3c2)C[C@@H](c2ccc3c(c2)OCO3)C1	-10.4	-0.1	-11.3	-0.9	-6.8	-0.4	1.9
COc1cc(/C=N/NC(=S)NC2CC3CCC2C3)ccc1O (stereo not given)	21.2	0.6	-36.9	2.0	-11.3	26.7	1.7
Cc1ccccc1NC(=S)NCC1CCC(CNC(=S)Nc2ccccc2C)CC1 (stereo not given)	6.0	-1.4	4.6	-6.1	.	.	-1.9
CCOC(=O)C1=CCC(c2ccc([N+](=O)[O-])cc2)N(S(=O)(=O)c2ccc(C)cc2)C1 (stereo not given)	-3.6	-9.4	26.5	.	.	.	-0.8
CC(C)c1ccc(/C=C2\SC(=S)N(CCC(=O)N3CCCCC3CCO)C2=O)cc1 (stereo not given)	-8.9	-3.2	-84.1	-2.7	-17.3	-70.3	5.1
O=c1oc2ccccc2c(N2CCCC2)c1[N+](=O)[O-]	-1.9	-15.9	-0.7	0.9	3.0	-3.6	-0.4
CC(C)Oc1ccc(C(=O)NC2CCSc3ccccc32)cc1 (stereo not given)	-3.3	-5.1	-28.0	-1.0	5.1	9.6	-0.8
CCOC(=O)c1c[nH]n2c(=S)ncnc12	-1.2	0.9	-19.1	.	-0.5	-2.6	-4.4
C[C@H]1CN([C@@H](C)CO)C(=O)CCCn2nncc2CO[C@H]1CN(C)S(=O)(=O)c1ccc(-n2cccn2)cc1	-1.1&-5.9	4.9	4.3	-6.0&4.2	5.6&4.2	-4.8&0.9	-3.5&-1.2
O=C(C[C@@H]1C=C[C@@H](NC(=O)Cc2ccccn2)[C@H](CO)O1)NCCCN1CCOCC1	7.0	9.8	0.7	4.5	-2.1	-0.7	-1.2
Cc1csc(SCC(=O)Nc2nc(-c3ccccc3)cs2)n1	.	.	-20.2	.	-5.7	14.6	.
CCC1(C(=O)c2ccccc2)C(c2cccc([N+](=O)[O-])c2)C1(C(=O)OC)C(=O)OC (stereo not given)	7.2	5.1	.	-2.3	.	.	4.0
O=C(C[C@@H]1CC[C@@H]2[C@H](COC[C@H](O)CN2Cc2cccc(C(F)(F)F)c2)O1)NCCc1ccccc1	-8.2	0.4	6.1	0.9	23.9	-3.6	0.9
C/C(=N\OCC(=O)Nn1c(=O)[nH]c2ccccc2c1=O)c1cccs1	-1.9	4.9	11.1	-5.9	.	.	-3.3
COc1ccc2c3c(n(C)c2c1)[C@@H](CO)N(C(=O)Cc1ccccc1)CC31CN(C(=O)Cc2ccccc2)C1	2.6	.	9.5	6.4	.	.	-3.1
C[C@H]1CN([C@@H](C)CO)C(=O)Cc2cc(NC(=O)c3ccncc3)ccc2O[C@H]1CN(C)Cc1ccc(Oc2ccccc2)cc1	-10.0	.	-16.6	8.2	-82.0	2.1	9.4
CC12CCC(C(=O)Nc3nc4ccc(Br)cc4s3)(OC1=O)C2(C)C (stereo not given)	-7.2	11.5	-52.0	0.8	.	.	-2.8
Cc1c(C(=O)c2ccccc2)oc2ccc3ccccc3c12	1.2	11.3	-80.6	-2.0	-6.0	40.3	-5.1
C[C@H]1CN([C@@H](C)CO)C(=O)c2cc(NS(=O)(=O)c3cccs3)ccc2O[C@H]1CN(C)S(=O)(=O)c1ccccc1	3.6	.	-3.0	4.1	16.5	7.5	3.1
O=S(=O)(c1ccc(F)cc1)N1CCCCN2[C@H](CO)[C@H](c3ccc(-c4ccccc4F)cc3)[C@H]2C1	-8.3	.	.	-1.3	.	.	0.4

(next part)
SMILES	S100A4 MyoIIA	FN deposition inh	LGR2 antag	SIRT5 block	Statin myotox sup	esBAF inh	Casp6 inh
COc1ccccc1NC(=O)c1cc(C)oc1C	-3.8	.	15.0	-4.6	5.0	8.3	-0.3
C=CCOCC(O)Cn1c(N2CCCC2)nc2c1c(=O)[nH]c(=O)n2C (stereo not given)	1.2	-5.3	4.4	-1.3	5.7	-2.7	-1.1
COc1ccc2nc(SC(C)C(=O)NC3CCCCC3)[nH]c2c1 (stereo not given)	-2.5	-4.2	-9.9	1.1	7.1	.	-4.3
O=C(COC(=O)c1ccc(O)cc1O)Nc1cc(-c2ccccc2)nn1-c1ccccc1	-3.0	7.5	-3.3	-1.3	-20.2	-71.8	1.9
O=c1nc(-c2ccccc2)c(-c2ccccc2)n[nH]1	7.3	0.9	6.0	-2.3	-8.7	-4.3	0.4
Cc1ccc(C#N)c(SCCN2CCCCC2)n1	-3.3	1.2	21.5	-1.7	-4.9	-4.5	0.5
CO[C@H]1CN(C)C(=O)c2cc(NC(=O)c3nc4ccccc4s3)ccc2OC[C@@H](C)N(Cc2cccnc2)C[C@@H]1C	2.0	6.8	2.7	.	12.0	10.9	-1.6
O=C(C1=C[C@H](C2CCCCC2)C[C@H](OCc2ccc(CO)cc2)O1)N1CCN(Cc2ccc3c(c2)OCO3)CC1	?	.	.	9.8	2.2	17.9	0.0
O=C(NCCN1CCN(C(=O)c2cccc([N+](=O)[O-])c2)CC1)C(=O)NCc1ccc(Cl)cc1	-7.6	0.0	4.0	-1.3	-3.9	-0.8	2.8
CCC(C)(O)c1[nH]c2ccc(C(F)(F)F)cc2c1C (stereo not given)	-3.8	2.2	-4.7	-4.0	-3.9	-1.8	-0.6
CCOc1ccc(C(=O)Nc2c3c(nn2-c2ccc(C)cc2)CS(=O)C3)cc1OCC (stereo not given)	-0.6	-3.1	.	-0.2	5.9	-3.8	5.8
COc1ccc(NC(=O)Nc2ccc3c(c2)C(=O)N([C@H](C)CO)C[C@@H](C)[C@@H](CN(C)S(=O)(=O)c2ccc(C)cc2)OCCCC[C@H](C)O3)cc1	2.9	.	-10.6	0.9	.	1.8	-3.2
COC(=O)CCC(NS(=O)(=O)OCC(Cl)(Cl)Cl)c1ccccc1 (stereo not given)	2.5	8.7	2.5	4.8	7.3	-10.2	-2.3
COc1ccccc1-c1cn(CC[C@@H]2CC[C@H](NC(=O)c3ccccc3F)[C@@H](CO)O2)nn1	-18.7	-2.3	10.6	1.7	-6.6	3.6	-2.0
C[C@@H]1CN([C@H](C)CO)C(=O)c2cc(Br)cnc2O[C@@H]1CN(C)S(=O)(=O)c1ccc(F)cc1	-0.5	-16.0	10.8	-4.1	2.7	3.3	-0.8
Cc1ccc(NC(=S)N2CCC(NC(=O)c3ccc(F)cc3)CC2)cc1C	-6.6	-0.6	-16.7	-2.7	-1.1	-0.8	3.1
CCc1nc2ccccc2c(NC(=O)CN2CC(C)CC(C)C2)c1C (stereo not given)	-10.1	-3.5	15.6	1.3	.	1.1	1.4
COc1ccc(S(=O)(=O)Nc2ccc3c(c2)C(=O)N(C)C[C@H](OC)[C@@H](C)CN[C@@H](C)CO3)cc1	-30.1	-2.9	14.9	-0.1	-8.5	-1.1	2.4
CC1CC(C)CN(CCCNC(=O)c2csc3c2CCCCC3)C1 (stereo not given)	-1.5	-8.8	9.0	-7.8	0.4	-0.6	-13.6
C[C@H](CO)N1C[C@H](C)[C@@H](CN(C)CC2CC2)OCCCC[C@H](C)Oc2ccc(NC(=O)c3ccccc3)cc2C1=O	10.7	2.3	11.6	-0.2	.	0.0	-5.6
Cc1cc(NC(=O)CSc2ccc3nnc(-c4ccc(Cl)cc4)n3n2)no1	.	0.7	6.3	.	0.2	-5.6	.
CCc1nnc(NC(=O)Cn2nc(-c3ccc(OC)c(OC)c3)ccc2=O)s1	.	5.3	.	.	3.7	-3.2	.
Cc1c(C(=O)Nc2nnc(C(F)(F)F)s2)oc2ccccc12	-1.6	.	-28.5	-4.8	-0.7	1.2	1.5
Cc1c(NC(=O)NCCN2C(=O)C3C4C=CC(C4)C3C2=O)c(=O)n(-c2ccccc2)n1C (stereo not given)	2.1	2.7	-6.5	.	7.9	2.0	-0.1
C[C@@H]1CCCCO[C@H](CN(C)C(=O)Nc2ccc3c(c2)OCO3)[C@@H](C)CN([C@@H](C)CO)C(=O)c2cc(NS(C)(=O)=O)ccc2O1	-5.2	.	-2.8	-7.1	.	2.9	1.0

Remaining list, next part:
SMILES	S100A4 MyoIIA	FN deposition inh	LGR2 antag	SIRT5 block	Statin myotox sup	esBAF inh	Casp6 inh
COc1ccc(Oc2cn[nH]c2-c2ccc(OC)cc2O)cc1	0.2	3.4	-40.4	0.6	2.8	-1.9	5.0
O=C(Nc1ccncc1)C1CCC(CNS(=O)(=O)c2cccc3nsnc23)CC1 (stereo not given)	13.0	-4.1	3.2	-0.9	-22.5	4.9	-0.1
CCOc1ccc(Br)cc1S(=O)(=O)Nc1ccc(S(=O)(=O)Nc2cc(C)on2)cc1	13.3	6.4	-21.1	-0.9	-1.3	-1.3	6.0
O=C(CCN1C(=O)/C(=C/c2ccc(Cl)cc2)SC1=S)Nc1ccc(C(=O)O)cc1	-2.1	-12.5	5.7	4.8	-6.5	8.5	4.4
Cc1nn(CC(=O)N2CCCC2)c(=O)c2nn(-c3ccccc3)c(C)c12	-1.8	-14.0	-18.1	0.9	1.2	4.3	-3.8
O=C(CSc1n[nH]c(=O)n1-c1ccccc1)Nc1ccccc1C(F)(F)F	-0.6	0.3	9.9	-4.5	-6.0	1.2	2.3
N#C[C@H]1[C@H](c2ccccc2-c2ccccc2)[C@@H](CO)N1C(=O)NC1CCCC1	-41.1	-4.9	-6.5	2.1	.	.	-1.7
Cc1cccc(Nc2nc(N)c([N+](=O)[O-])c(NCc3ccco3)n2)c1	1.0	13.5	-25.5	-0.7	7.9	-59.7	2.5
CN1CCN(CCCN2c3ccccc3Sc3ccc(C(F)(F)F)cc32)CC1	-2.2&-0.7&-12.2&-9.0	3.4&1.2&-0.2&5.4	-11.2&9.8&21.8	-7.6&-9.2&-9.3	-6.5	-17.9	-26.1&-86.4
Cc1noc(C)c1S(=O)(=O)N(C)C[C@@H]1Oc2ccc(NC(=O)c3ccncc3)cc2CC(=O)N([C@@H](C)CO)C[C@@H]1C	-1.9	-3.3	4.5	-0.3	6.8	3.3	2.1
C[C@H](CO)N1C[C@H](C)[C@H](CN(C)Cc2ccc(Oc3ccccc3)cc2)Oc2ccc(NS(C)(=O)=O)cc2C1=O	-1.6	5.7	1.0	4.1	-9.2	-3.2	0.1
O=C(NCCc1ccccc1)C1CCN(C(=O)c2sccc2-n2cccc2)CC1	5.6	0.3	-4.8	3.8	0.3	5.6	0.3
O=C(Nc1ccccc1Cl)c1cc2ccccc2o/c1=N\O	0.4	-5.2	-37.5	-3.1	15.0	34.3	-3.6
CCC(=O)N1[C@@H](CO)[C@@H](c2ccccc2)C12CN(C(=O)Nc1cccc(OC)c1)C2	3.2	.	12.8	6.0	.	.	-1.7
